USP1 inh = blocks the human USP1/UAF1 deubiquitinase complex; O94782; recombinant USP1/UAF1, Ub-Rhodamine cleavage fluorescence; Potency, µM (doses to about 57.1 µM), inactives show at the top dose activity change, negative = inhibition, actives largely listed as inhibitors; 390,000 compounds, 0.23% hits; AID 743255; also: potency is read from the fitted curve at half-maximal effect; % is scaled to controls: 0 for no effect and ±100 for the full control effect; nearly all actives have a fitted effect of over 60% in size; inactives centre near -12
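Step one: compound is pinned into 1nM USP1/UAF1 in HEPES pH 7.8 buffer with TCEP. Step two: 15 min room-temperature incubation. Step three: Ub-Rho (150nM final) starts cleavage, tracked by fluorescence over six one-minute reads.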
TrxR1 substrate = rat thioredoxin reductase 1 substrate activity; O89049; purified TrxR1 substrate turnover, NADPH consumption readout; Potency, µM (top dose mostly 114 µM), without a hit: top-dose activity change, negative = substrate turnover; 390,000 compounds, 0.01% hits; AID 588456; also: potency is read from the fitted curve at half-maximal effect; % is scaled to controls: 0 for no effect and ±100 for the full control effect; nearly all actives have a fitted effect of over 50% in size
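Rat TrxR1, dispensed at 90 nM, was prereduced with 400 uM NADPH (final) for 5 min at ~22 deg C, then incubated with compound 15 min before 400 uM selenite. A first-read NADPH fluorescence drop versus no-compound background flagged substrates.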
Vif-APOBEC3F blk = inhibitors of Vif-A3F interaction; HeLa A3F-eYFP + Vif (tagged APOBEC3F with the HIV-1 protein that degrades it), YFP fluorescence increase; Potency, µM (doses to about 46.1 µM), without a hit: at the top dose activity, negative = active; 390,000 compounds, 0.2% hits; AID 602313; also: potency is read from the fitted curve at half-maximal effect; % of control where 0% means no effect; nearly all actives have a fitted effect of over 65% in size
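Fluorescence increase (Ex 488/Em 500-530) after overnight compound treatment at 37 deg C flags inhibition of Vif-driven A3F-eYFP loss in stable HeLa A3F-eYFP/Vif cells seeded overnight beforehand.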
PI4K2A inh = inhibitors of human PI4K2A. Q9BTU6. purified PI4K2A, ADP-Glo luminescence, 1 h; stronger effect = lower value. activity change, negative = inhibition, % at 76.9 µM. 420,000 compounds, 0.13% hits. AID 1346378; in the data active = activity change below about -50%; inconclusive = mostly about -30% to -49%;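 also: -100% = wells without enzyme as full effect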
Target sequence (Q9BTU6 whole entry, looked up): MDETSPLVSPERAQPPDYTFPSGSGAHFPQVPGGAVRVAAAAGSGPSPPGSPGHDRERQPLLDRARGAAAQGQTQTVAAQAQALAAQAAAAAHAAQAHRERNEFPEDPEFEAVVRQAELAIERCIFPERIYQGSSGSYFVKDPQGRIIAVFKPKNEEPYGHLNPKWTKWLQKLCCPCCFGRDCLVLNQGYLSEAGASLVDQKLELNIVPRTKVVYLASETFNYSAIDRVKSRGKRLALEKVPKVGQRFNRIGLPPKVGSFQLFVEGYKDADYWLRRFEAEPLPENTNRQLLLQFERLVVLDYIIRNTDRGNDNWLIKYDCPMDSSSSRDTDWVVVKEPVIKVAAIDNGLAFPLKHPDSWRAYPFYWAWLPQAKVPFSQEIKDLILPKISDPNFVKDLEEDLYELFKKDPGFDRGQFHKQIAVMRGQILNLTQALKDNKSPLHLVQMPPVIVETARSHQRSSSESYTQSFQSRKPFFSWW
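In this quantitative HTS, ADP production by PI4K2A was quantified luminescently after 1 h at ambient temperature; 100 microM adenosine served as plate-quality control.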
Vif-A3G inh = Vif-A3G binding inhibition | Q9HC16 | HeLa A3G-eYFP + Vif (tagged APOBEC3G with the HIV-1 protein that degrades it), YFP fluorescence, overnight | Potency, µM (series often up to 46.1 µM), without a hit: at the highest dose activity, negative = active, most hits filed as inhibitors | 410,000 compounds, 0.076% hits;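 also: potency is read from the fitted curve at half-maximal effect; % is scaled to controls: 0 for no effect and ±100 for the full control effect; nearly all actives have a fitted effect of over 60% in size; hits raise eYFP signal because A3G escapes Vif-driven loss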
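Read-out is eYFP fluorescence (Ex 488/Em 500-530) from Vif-expressing HeLa A3G-eYFP cells; more signal means A3G escaped Vif-mediated degradation. Cells plated overnight, compound pinned in, incubated overnight at 37 deg C.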
LDHA block = LDHA (human) enzyme inhibition; P00338; purified LDHA, NADH/diaphorase-resazurin fluorescence; stronger effect = lower value; activity change, % (values are at about 110 or 230 µM); 480,000 compounds, 0.15% hits; in the data active = activity change below about -30%; inconclusive = mostly about -25% to -30%;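 also: plate controls were DMSO wells for no effect and wells without enzyme for full effect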
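LDH5 2 nM; NADH 0.06 mM, pyruvate 0.2 mM; 200 mM Tris pH 7.4, EDTA, Tween-20; 5 min RT. Detection: diaphorase 0.133 mg/mL + resazurin 37 µM, fluorescence ex540/em590 at 0 and 20 min; normalized to enzyme-free and DMSO wells.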
RXFP1 agonist = activates the human relaxin receptor RXFP1; HEK293T-RXFP1 cAMP TR-FRET, 30 min; response scale: percent of porcine relaxin response, buffer zero; AID 2676; Q9HBX9; 370,000 compounds, 0.3% hits; Potency, µM (series often up to 57.5 µM), for inactives: top-dose activation, usual class: activators; also: potency is read from the fitted curve at half-maximal effect; % is scaled to controls: 0 for no effect and ±100 for the full control effect; nearly all actives have a fitted effect of over 60% in size; many of its hits are not listed in these tables
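cAMP rise read by TR-FRET after 30 min, 37C compound exposure (up to 58 uM) in RXFP1-transfected HEK293 cells with Ro 20174 present. EC50 from Hill-equation fits, with 29 nM porcine relaxin as 100% and buffer as basal.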
Glioma ERSR ind = induces the endoplasmic reticulum stress response in human glioma cells; U87-MG GRP78 promoter luciferase reporter, 16 h; Potency, µM, without a hit: top-dose activation, usual class: activators; 420,000 compounds, 0.02% hits; AID 602332; also: potency is read from the fitted curve at half-maximal effect; series mostly up to about 76 µM; % of control where 0% means no effect; nearly all actives have a fitted effect of over 35% in size
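Stably transfected U87-MG human glioma cells carrying a GRP78-based luminescent sensor were seeded at 1000 cells/well, pin-dosed with compounds and incubated 16 h. Luciferase reagent was then added, and end-point luminescence was read after 10 min at room temperature.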
mIDH1 inhibitor = human IDH1 R132H inhibition. IDH1-R132H enzyme, NADPH consumption, diaphorase/resazurin fluorescence. Potency, µM (highest dose often 76.6 µM), for inactives: at the highest dose activity change, negative = inhibition, usual class: inhibitors. 390,000 compounds, 0.093% hits. AID 602179; also: potency is read from the fitted curve at half-maximal effect; % is scaled to controls: 0 for no effect and ±100 for the full control effect; nearly all actives have a fitted effect of over 65% in size
Target sequence (O75874 whole entry R132H, stated change not applied): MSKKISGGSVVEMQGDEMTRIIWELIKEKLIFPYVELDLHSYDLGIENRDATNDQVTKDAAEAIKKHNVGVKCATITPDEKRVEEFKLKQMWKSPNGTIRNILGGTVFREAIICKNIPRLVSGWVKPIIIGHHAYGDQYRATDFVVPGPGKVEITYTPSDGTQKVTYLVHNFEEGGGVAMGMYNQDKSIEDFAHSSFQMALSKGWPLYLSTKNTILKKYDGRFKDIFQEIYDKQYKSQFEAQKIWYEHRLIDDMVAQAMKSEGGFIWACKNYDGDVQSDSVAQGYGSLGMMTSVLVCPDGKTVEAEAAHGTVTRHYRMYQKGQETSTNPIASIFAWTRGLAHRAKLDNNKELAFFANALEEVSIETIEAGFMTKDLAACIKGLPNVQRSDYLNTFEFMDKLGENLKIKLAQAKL
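IDH1-R132H (0.5 ug/mL dispensed) in pH 7.5 Tris buffer was preincubated 30 min with compound, then given a substrate mix of 0.016 mM NADPH and 2 mM alpha-KG for 80 min at room temperature; remaining NADPH was read by diaphorase/resazurin fluorescence.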
Numbers without * were called inactive; ? = inconclusive; nt = no result given; [ ] = dose if it differs, or a comment. Unless noted, calls follow the shape of the dose curve; as a rule, active = well fitted curve in the direction sought with a large enough effect; inconclusive = small, poorly fitted or top-dose-only effect, or another doubt; inactive = no such curve, though single readings can be large; an effect the other way counts as inactive or inconclusive.

SMILES	USP1 inh	TrxR1 substrate	Vif-APOBEC3F blk	PI4K2A inh	Vif-A3G inh	LDHA block	RXFP1 agonist	Glioma ERSR ind	mIDH1 inhibitor
COc1cc(OC)nc(N/N=C(\c2ccccc2)c2ccncc2)n1	-9%	-8%	-12%	2	2%	-5	2.4%	-5%	-8%
O=C(Nc1ccccc1)N1CCSCC1	-7%	-6%	5%	-13	2%	1	-3.3%	3%	7%
CCOC(=O)c1cnn2c(SC)ncnc12	-18%	nt	0%	2	-3%	5	nt	-1%	-7%
O=C(COc1ccccc1)NC(Cc1c[nH]c2ccccc12)C(=O)O (stereo not drawn)	-11%	-5%	-13%	-1	0%	-7	-0.6%	-3%	-1%
CCOc1ccccc1CNC(=O)C1CCN(S(=O)(=O)c2c(C)noc2/C=C/c2ccc(C)cc2)CC1	-13%	-7%[57.1 µM]	1%	-2	5%	-1	-0.8%	-2%	-18%
O=C(CSc1nnc(SCc2cccc3ccccc23)s1)N/N=C/C=C/c1ccccc1[N+](=O)[O-]	6%	5%[57.1 µM]	-1%	-11	0%	0	-0.9%	-4%	3%
Cc1ccc2c(c1)NC(=O)C(CC(=O)O)O2 (stereo not drawn)	-19%	4%[57.1 µM]	-4%	-2	0%	0	-0.6%	-2%	-2%
Cc1ccc(NC(=O)CNCCCN2CCOCC2)cc1S(=O)(=O)N1CCCCC1	-7%	-3%	-1%	3	1%	-33*	-0.1%	-2%	-9%
CCn1nccc1C(=O)Nc1ccc(S(=O)(=O)NC23CC4CC(CC(C4)C2)C3)cc1	-4%	-2%	-7%	2	-7%	1	-1.4%	2%	1%
O=C(CCN1CCCCCC1)Nc1ccc(F)cc1	?	23%	-1%	-5	0%	0	0.3%	2%	6%
O=C1NC(Nc2nc3ccccc3s2)(C(F)(F)F)C(=O)N1C1CCCCC1 (stereo not drawn)	-15%	2%	-1%	-9	-18%	1	-1.6%	4%	5%
COCCCNC(=O)Nc1ccc2c(c1)N(C)C(=O)CS2	-5%	-1%[57.1 µM]	-2%	4	-1%	0	0.4%	1%	2%
CC(=O)Nc1cccc(NC(=O)C(=O)Nc2ccc3c(c2)N(C(=O)C2CC2)CCC3)c1	-17%	-1%	-4%	0	-10%	-1	-0.4%	-2%	10%
O=C(N/N=C\c1ccoc1)c1ccco1	-11%	-6%	1%	0	5%	1	1.6%	1%	-18%
CCOc1cccc(C(=O)Nc2ccc(-c3nc4ncccc4o3)cc2C)c1	-25%	7%[57.1 µM]	0%	-3	2%	3	0.0%	-4%	16%
Cc1cc(Cl)ccc1NC(=O)CN1C(=O)NC2(CCCc3ccccc32)C1=O (stereo not drawn)	-6%	-5%	-10%	0	-1%	-5	0.2%	-6%	1%
COCC(C)NC(=O)CCc1nnc(C2(c3ccc(Cl)cc3)CCC2)o1 (stereo not drawn)	-18%	1%	-2%	2	3%	0	-0.1%	1%	10%
Cc1nc(CC(=O)Nc2ccc(C)c(C)c2)cs1	-8%	7%	2%	-2	-6%	-8	-0.4%	2%	2%
COc1cccc(COc2ncnc3sccc23)c1	-3%	-4%[57.1 µM]	-10%	9	-11%	3	8.8%	1%	6%
COc1ccccc1NC(=O)NN1CCCCC1	-22%	9%	12%	-2	-1%	-4	1.2%	-4%	-4%
CCn1c(=S)[nH]c2c(c1=O)C(C)(C)Cc1ccccc1-2	-26%	5%	-16%	1	-1%	-4	16µM*	-3%	2%
O=C(CSc1ncccn1)Nc1ccc2c(c1)CCC2	-26%	2%	2%	2	1%	-3	1.1%	1%	-5%
CCOc1ccccc1N1CCN(S(=O)(=O)c2ccc(F)c(F)c2)CC1	-1%	-17%	7%	7	-8%	-2	0.2%	-1%	2%
O=C1c2ccccc2S(=O)(=O)N1CCS(=O)(=O)c1ccc(F)cc1	-29%	1%	1%	-3	-4%	-7	-2.1%	-2%	7%
CN(C)C(CNc1ccc([N+](=O)[O-])cc1C#N)c1ccccc1 (stereo not drawn)	-13%	-4%[57.1 µM]	-3%	5	7%	-5	-0.2%	0%	5%

(further entries)
SMILES	USP1 inh	TrxR1 substrate	Vif-APOBEC3F blk	PI4K2A inh	Vif-A3G inh	LDHA block	RXFP1 agonist	Glioma ERSR ind	mIDH1 inhibitor
CCOC(=O)c1c(C)c(C(=O)Nc2ccc3c(c2)OCO3)c(C)n1C	-10%	9%	6%	0	-2%	-5	1.4%	-1%	0%
NC(=O)C1CCN(C(=O)CNC(=O)c2ccc(Br)o2)CC1	-15%	11%	5%	1	0%	-6	-0.5%	-3%	-2%
COCCOC(=O)c1c(C)n(S(=O)(=O)c2ccc(C)cc2)c2ccc(NS(=O)(=O)c3ccc(C)cc3)cc12	?	0%	0%	-1	-2%	-2	7.5%	4%	-13%
COc1ccc(NC(=O)c2c(NC(=O)CNCC(C)C)sc3c2CCC3)c(OC)c1	-10%	12%[57.1 µM]	-22%	-1	-2%	-1	-0.3%	-6%	-8%
O=C1CC(C(=O)Nc2ccccc2)S/C(=N\NC(=O)c2ccccc2Cl)N1 (stereo not drawn)	-6%	-10%	-2%	-1	0%	-7	2.0%	0%	-2%
COc1ccc(OCCN2CCN(C(=O)c3ccc(OC)cc3)CC2)cc1	-15%	7%	1%	4	6%	-3	1.1%	-3%	8%
CCCCN(CCCNC(=O)c1cc(Nc2ccccc2OC)nc2ccccc12)c1ccccc1	-10%	11%	0%	1	1%	-3	-0.8%	-2%	1%
COc1cccc(-c2nnc(SCC(=O)N3CCc4ccccc43)o2)c1	-28%	-3%	-4%	-1	2%	-7	?	-3%	11%
COCCCNC(=O)c1cccc(OC)c1OC	-14%	-4%	-3%	2	3%	0	2.0%	-8%	3%
COc1ccc(CCNC(=S)NC(=O)c2cccc([N+](=O)[O-])c2)cc1OC	-11%	-13%	2%	-1	0%	0	1.3%	-5%	10%
Cc1cc(C(F)(F)F)nn1CC(=O)NNC(=S)Nc1ccc(Cl)cc1	5%	0%	-12%	-1	0%	-7	1.1%	-1%	8%
COc1cccc(-c2nnc(-c3cc4cc(Cl)ccc4oc3=O)o2)c1	3%	8%	0%	1	4%	4	0.0%	-1%	0%
O=C(NCC1CCCO1)c1onc(CSc2ccccc2F)c1C(=O)O (stereo not drawn)	-12%	-1%	-8%	4	2%	-11	2.2%	-3%	0%
O=C1Cc2cc(NS(=O)(=O)c3ccc(F)cc3)cc3c2N1CCC3	-8%	-4%	-13%	-3	-1%	-5	1.5%	-3%	-2%
NC(=O)C1(N2CCCCC2)CCN(C2CC(=O)N(Cc3ccc(N4CCCC4=O)cc3)C2=O)CC1 (stereo not drawn)	-5%	-6%	-2%	-2	-3%	-8	1.7%	-3%	1%
COc1cccc(NC(=O)c2cccs2)c1	3%	4%[57.1 µM]	1%	-3	0%	0	-0.7%	2%	11%
CC1=NN(C(N)=S)C(=O)C1N=Nc1c(Cl)cc([N+](=O)[O-])cc1Cl (stereo not drawn)	-19%	?	-1%	1	-7%	0	19%	-1%	-7%
CCOC(=O)C1(Cc2cccc(OC)c2)CCN(Cc2cccn2-c2ccccn2)CC1	-2%	-16%[57.1 µM]	-11%	-2	0%	-4	-2.9%	-2%	6%
CCOC(=O)c1ccccc1NC(=O)CN1C(=O)c2ccccc2S1(=O)=O	3%	13%	-4%	0	-4%	-10	1.1%	-5%	5%
Cc1cccc(NC(=O)c2ccc3snnc3c2)c1C	-29%	0%	5%	-4	-4%	1	-0.6%	-3%	10%
C/C(=N\NC(=O)C(O)c1ccccc1)c1ccc(Br)s1 (stereo not drawn)	-15%	-8%	1%	0	-4%	-17	0.0%	-1%	-9%
O=C1N(c2ccccc2)C(c2ccccc2)C12CCCCC2 (stereo not drawn)	-30%	-5%	0%	0	0%	6	nt	-2%	13%
Cc1cc(=O)[nH]c2nnc(SCc3ccc(Cl)cc3)n12	-3%	-8%[57.1 µM]	-4%	-2	10%	-8	-0.7%	-4%	16%
CCOc1ccc(NC(=O)c2ccccc2OCC(=O)c2ccccc2)cc1	-10%	-8%	0%	4	2%	0	1.1%	0%	5%
O=C(Cn1nc2ccccc2n1)N/N=C/c1cc([N+](=O)[O-])ccc1O	-7%	-16%[57.1 µM]	5%	1	1%	4	0.1%	-5%	11%
CCn1c(Cc2ccccc2)nnc1SCc1cccc(C(=O)O)c1	-12%	-1%	0%	-4	2%	2	0.5%	-10%	0%
Cc1cc(C)cc(OCC(=O)OCC(=O)Nc2cc(S(=O)(=O)N3CCOCC3)ccc2Cl)c1	3%	-6%	1%	-7	1%	-3	nt	-1%	1%
Cc1cc(C(=S)N2CCOCC2)c(C)n1-c1ccc(F)cc1	-21%	-3%	2%	0	1%	-13	0.6%	-3%	-6%
COc1ccc(-c2ccnc(-c3ccc(OCCCF)cc3)n2)cc1	-4%	-1%	-18%	-6	?	2	1.5%	1%	4%

The list is partial; the hit share may differ from the screen's.
